Nrf2 activator: activates Nrf2 signaling; AREc32 ARE-luciferase reporter (MCF7-derived line), luminescence, 24 h; Potency, µM (highest dose often 46.1 µM), for the others: top-dose activation, actives largely listed as activators; 410,000 compounds, 0.31% hits; AID 624171; further: potency means the concentration at half of the fitted maximal effect; % of control where 0% means no effect; nearly all actives have a fitted effect of over 65% in size
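AREc32 cells carrying an ARE-driven firefly luciferase reporter were seeded at 1000 cells/well in OPTI-MEM with 5% FBS, then exposed to compound for 24 hr at 37 deg C. Luminescence was read with Steady-Glo after 30 min at RT.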
TGFb inhibitor: blocks TGF-b signaling. 410,000 compounds, 1.2% hits. AID 588855. HepG2 CAGA-GFP TGF-b/SMAD3 reporter, GFP fluorescence, 18 h; TGF-beta stimulated, 500 pg/mL final. Potency, µM (doses to about 46.1 µM), for the others: top-dose activity, negative = inhibition, most hits filed as inhibitors; further: potency means the concentration at half of the fitted maximal effect; on the % scale 0 is the no-effect control and ±100 the full control effect; nearly all actives have a fitted effect of over 65% in size
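TGF-beta reporter screen: HEPG2 CAGA-GFP, 1% FBS, 500 pg/mL TGF-beta final, 18 h; per-cell GFP summed per well; curves fitted and categorized by class.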
CCT chaperon mod: modulators of cytosolic chaperonin (CCT/TRiC) activity. purified chaperonin ATPase assay, HTRF ADP detection, 30 min. activity change, % (concentration not given with the values), hits read low. 360,000 compounds, 0.3% hits; in the data active means activity change below about -30%; further: on the % scale 0 is the no-effect control and ±100 the full control effect
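First, chaperonin was dispensed at 40 nM or 20 nM final depending on batch activity. Next, compounds were pinned at 76 uM and ATP added at 10 uM. After 30 min at 37 °C, ADP detection reagents ran 30 min at ambient temperature.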
Nrf2 inh: inhibitors of Nrf2 signaling; A549 ARE-Fluc reporter, luciferase luminescence, 18-24 h; Potency, µM (series often up to 46 µM), without a hit: top-dose activity change, negative = inhibition, hits mostly inhibitors; 360,000 compounds, 2.1% hits; AID 504444; further: potency means the concentration at half of the fitted maximal effect; on the % scale 0 is the no-effect control and ±100 the full control effect; nearly all actives have a fitted effect of over 60% in size
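A549 ARE_Fluc cells (5000/well, 5% FBS OPTI-MEM) pre-incubated 2 h, then treated with compounds 18-24 h at 37C/5% CO2 in concentration-response. CellTiter-Fluor viability read first; BugLite luciferase luminescence after 15 min at room temperature gives Nrf2 activity.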
Akt phos inh: inhibitors of Akt phosphorylation. Neuro2A IGF-stimulated pAkt S473 HTRF, 20 min; stronger effect = lower value. AID 651550. activity change, % for hits at 50 µM. 360,000 compounds, 0.32% hits; in the data active means activity change below about -80%; inconclusive means mostly about -51% to -80%; further: on the % scale 0 is the no-effect control and ±100 the full control effect
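Neuro2A cells in DMEM with 0.5% FBS, overnight at 37 deg C, given compound at single 50 µM final, then IGF (6 nM final) for 20 min at 37 deg C. Lysed; phospho-Akt Ser473 by HTRF after 24 h, 665/615 ratio.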
ATXN viability: cell viability loss in ATXN counter-screen | AID 651635 | S2 cells (HEK-293 line with an ATXN2-luciferase reporter) viability, CellTiter-Fluor protease fluorescence, 24 h | 400,000 compounds, 0.49% hits | Potency, µM (titrated, usually from 56.7 µM), actives largely listed as cytotoxic; further: potency means the concentration at half of the fitted maximal effect; nearly all actives have a fitted effect of over 40% in size
HepG2 viability: kills HepG2 cells in TGF-b inhibitor counter-screen. AID 588856. 410,000 compounds, 0.76% hits. HepG2 CAGA-GFP viability, ATP luminescence, 18 h. Potency, µM (highest dose often 46.1 µM), for the others: top-dose activity change, negative = cytotoxicity, hits mostly cytotoxic; further: potency means the concentration at half of the fitted maximal effect; some results filed as inactive show a strong effect at the top dose
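CellTiter-Glo luminescence gave cytotoxicity after 18 hours at 37 degrees C. The cells were HepG2 CAGA-GFP in 1% FBS DMEM, stimulated with 500 pg/mL TGF-beta after compound addition. %Activity was normalised to no-cell wells (complete cell-killing) and DMSO (no toxicity), and curves were fitted and classified.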
MmCpn inh: blocks the Methanococcus maripaludis chaperonin Mm-Cpn | 330,000 compounds, 0.031% hits | purified Mm-Cpn ATPase, ADP Transcreener TR-FRET | Potency, µM (doses to about 76.9 µM), without a hit: at the top dose activity, negative = inhibition, usual class: inhibitors; further: potency means the concentration at half of the fitted maximal effect; on the % scale 0 is the no-effect control and ±100 the full control effect; nearly all actives have a fitted effect of over 80% in size
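ATP (10 uM final) was added to archaeal chaperonin (25 nM final) after 10 min exposure to test compound at 37°C; after 30 min further incubation, ADP was detected by competitive TR-FRET.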
A549 tox: kills or reduces viability of A549 cells in Nrf2 counter-screen; 390,000 compounds, 0.16% hits; A549 ARE-Fluc cells, CellTiter-Fluor viability, 18-24 h; Potency, µM (highest dose often 46 µM), for inactives: at the highest dose activity change, negative = cytotoxicity, most hits filed as inhibitors; further: potency means the concentration at half of the fitted maximal effect; on the % scale 0 is the no-effect control and ±100 the full control effect
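Cytotoxicity counterscreen: CellTiter-Fluor fluorescence was measured in A549 ARE_Fluc cells after 18-24 h of compound exposure in a concentration series. The subsequent BugLite luminescent read reports ARE-luciferase activity.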
Starred values were filed as active, the others as inactive; i = inactive; ? = inconclusive; nt = no result given; & = joins results of further samples; [ ] = another dose, or the depositor's remark. Unless noted, the call rests on the fitted dose curve; in most records, active means well fitted curve in the direction sought with a large enough effect; inconclusive means small, poorly fitted or top-dose-only effect, or another doubt; inactive means no such curve, though single readings can be large; an effect the other way counts as inactive or inconclusive. Rows are unselected; about 4.4% have a hit in one of these screens.

SMILES	Nrf2 activator	TGFb inhibitor	CCT chaperon mod	Nrf2 inh	Akt phos inh	ATXN viability	HepG2 viability	MmCpn inh	A549 tox
COCCCNC(=O)Nc1ccc(Br)cc1Cl	-0.3%	-23%	-1.3	-9%	i	i	-4%	0%	-5%
CCOc1cc(N2CCOCC2)c(OCC)cc1NC(=O)COc1cccc2cccnc12	-0.3%	?	2.0	21µM*	i	?	-26%	-1%	?
COc1ccc(C2=NN(Cc3ccccc3)C3C(=O)NC(=O)C23)cc1 (centres undefined)	3.9%	2%	-0.3	2%	i	i	-8%	-1%	3%
CCOC(=O)c1cccc2c1-c1ccccc1/C2=N/O	-2.0%	?	1.6	-8%	i	i	-39%	-1%	-8%
O=C(CN1C(=O)COc2ccc(S(=O)(=O)N3CCCCC3)cc21)NCCc1ccc(Cl)cc1	-0.5%	?	nt	?	nt	nt	-5%	nt	-15%
O=C1CCCN1CC(O)CS(=O)(=O)Cc1ccc(Cl)c(Cl)c1 (centres undefined)	-0.6%	-3%	0.0	-18%	i	i	4%	1%	-3%
CC(=O)NC(Cc1c[nH]c2ccccc12)C(=O)NCc1ccc2c(c1)OCO2 (centres undefined)	2.3%	6%	-2.3	16%	i	i	2%	3%	?
Nc1ccc(C(=O)Nc2ccc(Nc3ccncc3)cc2)cc1	-1.1%	-21%	-2.0	-12%	i	i	-47%	1%	12%
CC(C)C(NC(=O)c1ccccc1)C(=O)OCC(=O)N1CCCC1 (centres undefined)	-0.2%	1%	-1.1	0%	i	i	4%	1%	1%
Cc1ccc(NC(=O)COc2ccc3oc4c(c3c2)CCCC4)c(C)c1	0.1%	1%	nt	10%	nt	i	-10%	nt	3%
Cc1ccc(-c2nc3ccccc3o2)cc1NC(=O)c1cccc2c(Cl)cccc12	4.6%	2%	nt	4%	nt	i	-25%	nt	0%
CN1CCN(NC(=S)NC2CCCC2)CC1	-0.6%	0%	-1.3	-9%	i	i	3%	-2%	-7%
CCCC(C)c1nnc(NC(=O)c2cc(C(=O)OC)cc([N+](=O)[O-])c2)s1 (centres undefined)	-0.2%	?	1.8	?	i	i	-36%	-1%	-14%
Cc1ccc(CCNC(=O)CN(c2ccc(C)cc2)S(=O)(=O)c2c(C)noc2C)cc1	-0.3%&0.2%	-11%&-8%	-1.6	-18%&1%	nt	i	-5%&-6%	?	-10%&-2%
Cc1ccc(CN2C(=O)C(Cc3ccccc3)Nc3ncnc(N4CCOCC4)c32)cc1 (centres undefined)	-0.2%	?	1.1	nt	i	?	-32%	nt	nt
CC(C)(C)OC(=O)N1CCC(c2cc(-c3cccs3)n[nH]2)CC1	2.1%	-22%	-1.1	?	i	i	-20%	0%	-5%
Cc1cc(C)cc(NC(=O)C(=O)NCCc2sc(-c3cccc(F)c3)nc2C)c1	3.3%	-1%	nt	nt	nt	i	-1%	nt	-2%
Cn1nc(C(=O)N2CCN(c3ccccc3F)CC2)c2c1-c1ccccc1S(=O)(=O)C2	-0.9%&-0.7%	0%&2%	-1.6	4%&14%	i	?	-7%&-6%	1%	4%&-13%
Cc1ccc(-c2nc(-c3cc4cccc(OCc5cccc(C)c5)c4oc3=O)no2)cc1	-0.1%	42%[activator]	nt	2%	nt	i	-5%	nt	3%
CCCCN(C(=O)c1ccc2c(c1)S(=O)(=O)N=C1CCCCCN12)c1c(N)n(CCCC)c(=O)[nH]c1=O	-0.8%	2%	0.2	2%	i	i	0%	-1%	1%
O=C(NC(=S)NC1CCCCC1)c1ccccc1[N+](=O)[O-]	1.6%	?	-1.1	-17%	i	i	-2%	-2%	1%
N#CC1=C(N2CCCCC2)c2cc3c(n2C1=O)CCCC3	2.2%	13%	-0.1	?	nt	i	-2%	-2%	-8%
CCOC(=O)c1oc2ccc(S(=O)(=O)n3nc(-c4ccccc4)cc3N)cc2c1C	0.1%	?	-3.9	?	i	i	-7%	1%	-11%
CCOc1cc(N2CCOCC2)c(OCC)cc1NC(=O)c1ccc2ccccc2n1	0.1%[9.22 µM]	17%	-0.4	4%	i	i	-9%	1%	-12%
NC(=O)N/N=C/c1sc(=O)n(-c2ccccc2)c1Cl	2.6%	0%	0.0	-3%	i	i	-2%	?	-8%
CCc1ccc(CNC(=O)c2nn(-c3ccc(C)c(C)c3)nc2CO)cc1	-0.1%	-5%	nt	7%	nt	nt	-5%	nt	-3%
O=C(COC(=O)CC1CC2CCC1C2)Nc1ccc(F)cc1 (centres undefined)	0.1%	-11%	-0.4	6%	i	i	0%	-2%	0%
CC(C)c1nc(SCC(=O)Nc2ccc([N+](=O)[O-])cc2Br)n[nH]1	0.3%	-29%	3.9	?	i	i	-4%	-1%	-10%
CC(=O)c1ccc(NC(=O)C(C)Sc2nnnn2C)cc1 (centres undefined)	1.7%	-7%	0.1	25%	i	i	-9%	0%	2%
CC(C)OCCCNC(=O)C1CCN(S(=O)(=O)N2CCCCC2)CC1	-0.9%	-14%	-1.1	-10%	i	i	9%	2%	5%
COc1ccc(CCN(C)C(=O)C2CCN(C(=O)Nc3ccccc3)CC2)cc1OC	-0.4%	-4%	-1.2	-4%	i	i	-13%	-1%	-1%
COc1ccc(CNC(=O)c2nn(C)c3c2CSc2ccccc2-3)cc1	0.6%	?	nt	1%	nt	nt	-17%	nt	1%
COc1ccc(-n2c(Cc3cccn3C)nnc2SCC(=O)Nc2ccccc2)cc1	0.5%	30%[activator]	-0.3	11%	i	i	21%	-2%	0%
CC(C)c1ccc(OCC(=O)Nc2c3c(nn2C(C)(C)C)CS(=O)(=O)C3)cc1	0.3%	9%	-1.9	-3%	i	i	0%	1%	3%
O=[N+]([O-])c1ccc(OCC2CC(c3ccccc3)=NO2)cc1 (centres undefined)	0.2%	0%	0.0	21%	i	i	-30%	2%	7%
O=C(c1ccc(C(F)(F)F)cc1)N1CCN(S(=O)(=O)c2ccc3c(c2)OCCCO3)CC1	4.3%	?	-0.8	?	i	i	-37%	-1%	-8%
COc1ccc(S(=O)(=O)N2CCC(C(=O)Oc3c(OC)cccc3OC)CC2)cc1OC	0.5%	-7%	-3.2	-6%	i	i	-6%	3%	11%
O=C(COC(=O)c1c2c(nc3ccccc13)/C(=C\c1cccs1)CCC2)Nc1ccccc1	1.9%	11µM*	0.2	?	i	i	-4%	-3%	-12%
C=CCC1c2cccc(C(=O)O)c2C(=O)N1c1ccc(Cl)cc1 (centres undefined)	-0.8%	0%	0.7	-10%	i	i	1%	0%	-5%
O=S(=O)(c1cccc(Cl)c1)N1CN(CC2CCCO2)c2nc3ccccc3nc21 (centres undefined)	0.4%	?	-2.0	-4%	i	i	-20%	5%	4%
Cc1cccc(Cn2cnc3c(oc4ccccc43)c2=O)c1	0.4%	-15%	nt	-14%	nt	i	0%	nt	-14%
CSc1cccc(NC(N)=O)c1	3.5%	-14%	1.4	-2%	i	i	9%	0%	-7%
CCOc1ccc(Nc2ccc(N)c(S(=O)(=O)O)c2)cc1	-0.9%	3%	-8.1	-3%	i	i	7%	nt	-5%
Cc1ccc(NC(=O)CN2CCN(c3ccccn3)CC2)c(Cl)c1	0.6%	1%	0.3	11%	i	i	-9%	0%	0%
Cc1cc(Cl)ccc1Oc1ccc(C(N)=O)cc1[N+](=O)[O-]	2.8%	8%	-2.9	-9%	i	i	6%	-1%	-1%
O=C([C@@H]1CCCN1C(=O)c1cccs1)N1CCN(S(=O)(=O)c2ccccc2F)CC1	-0.2%	-5%	0.5	-1%	i	?	-7%	1%	-2%
Cc1cc(=O)oc2cc(OCC(O)CN3CCN(c4ccc(F)cc4)CC3)ccc12 (centres undefined)	-0.3%	12%	0.0	-6%	i	i	0%	0%	-3%
Cc1ccc(Cn2cc(CN3CC(N4CCCC4)CS3(=O)=O)nn2)cc1 (centres undefined)	0.2%	nt	0.4	nt	i	i	nt	nt	nt
C=Cc1ccc(CN2CCCN(Cc3ccc(F)cc3)S2(=O)=O)cc1	3.7%	?	0.6	1%	i	i	-23%	2%	-4%
COc1ccc(OC)c(-n2c(O)cnc2Nc2nc(C)cc(C)n2)c1	0.0%	-15%	0.7	nt	i	i	8%	0%	-2%
Cc1nc2cc(Oc3nc(NCCN(C)C)nc4ccsc34)ccc2s1	8.1%	20%	1.8	nt	i	i	-47%	nt	nt
CCOc1ccc(NC(=O)OCCN2CCN(CCc3ccccc3)C(C)C2)cc1 (centres undefined)	1.9%	4%	-13	-14%	i	?	-24%	nt	-4%
COc1cc(/C=C(\C#N)c2ccccn2)cc(OC)c1O	13µM*	29%	-0.4	2%	i	i	-25%	-4%	8%
CCC(=NCc1ccccc1)c1c(C(F)(F)F)[nH]n(-c2nc3ccccc3s2)c1=O	-0.1%	?	0.1	?	nt	nt	-5%	1%	-21%
CCc1ccc(OCc2nnc(SCCN3CCOCC3)n2C)cc1	0.4%	-7%	-0.9	13%	i	i	-9%	-1%	-3%
O=C(O)c1cc(N/N=C/c2ccc3c(c2)OCCO3)ccc1Cl	-1.8%	-10%	3.1	?	i	i	-12%	0%	-6%
